Source: PubChem BioAssay (several laboratories)
TNAP act hi DEA: increases human TNAP activity under high phosphate acceptor concentration. 200,000 tested, under 10 active. P05186. activation factor at 20 µM. purified TNAP, CDP-star luminescence, 1 M DEA, 30 min; active compounds read high; 0 = EDTA background, 1 = DMSO-only activity;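 active means activation factor at least 2 at 20 µM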
Target sequence (P05186 whole entry, looked up): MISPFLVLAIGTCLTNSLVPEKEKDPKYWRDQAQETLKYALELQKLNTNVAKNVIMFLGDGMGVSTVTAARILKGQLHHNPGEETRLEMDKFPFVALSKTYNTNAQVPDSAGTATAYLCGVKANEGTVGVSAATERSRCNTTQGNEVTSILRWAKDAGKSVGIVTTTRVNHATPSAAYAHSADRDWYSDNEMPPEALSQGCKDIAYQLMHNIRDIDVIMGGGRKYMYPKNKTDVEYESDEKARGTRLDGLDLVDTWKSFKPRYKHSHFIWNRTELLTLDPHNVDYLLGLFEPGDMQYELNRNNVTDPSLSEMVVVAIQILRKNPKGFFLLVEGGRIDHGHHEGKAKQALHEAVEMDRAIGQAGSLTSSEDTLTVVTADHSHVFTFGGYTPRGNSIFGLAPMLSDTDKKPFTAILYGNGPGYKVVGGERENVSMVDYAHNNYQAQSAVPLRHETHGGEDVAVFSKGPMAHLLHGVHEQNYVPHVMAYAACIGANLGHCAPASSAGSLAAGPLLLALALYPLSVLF
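Dosing: 20 µM single point. System: human TNAP. Amount: TNAP 1/800 final. Incubation: 30 min, room temperature. Read-out: TNAP activation factor scaled between EDTA and DMSO control wells. Signal: luminescence from CDP-star hydrolysis. Medium: 1 M DEA, pH 9.8, Mg2+, Zn2+. Control set: EDTA negative control, DMSO positive control.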
APP 5'UTR act: APP 5'UTR luciferase reporter activation; SH-SY5Y APP 5'UTR luciferase reporter, luminescence; zero percent = DMSO vehicle wells; activation, % at 2 µM; 190,000 compounds, 1% hits; AID 1276;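 active means activation above a set limit, based on mean plus 3 SD of controls, cut at about 140% in these data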; further: values of inactives mirror those of a sister screen read the other way
TNAP inh noacc: inhibitors of human TNAP without phosphate acceptor. P05186. purified TNAP, CDP-star luminescence, 30 min. inhibition, % at 20 µM. 200,000 compounds, 0.26% hits;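 active means tissue-nonspecific alkaline phosphatase inhibition above about 50% at 20 µM in the single-dose screen, limit read from the data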;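 further: 0% = DMSO negative control and 100% = EDTA positive control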
PMI activator: increases human mannose-6-phosphate isomerase activity; purified human PMI, coupled resazurin fluorescence, 20 min; active compounds read high; 1 = vehicle control, 0 substrate-free wells; activation factor at 20 µM; 190,000 compounds, 0.005% hits; AID 1214;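 active means activation factor of 2 or more at 20 µM, relative to plate controls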
bIAP act: increases bovine intestinal alkaline phosphatase activity; AID 1016; activation factor at 20 µM; 200,000 compounds, 0.17% hits; purified bovine IAP, CDP-star luminescence, 30 min; active compounds read high; fold of DMSO-control signal, blank-subtracted;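 active means activation factor of 2 or more at 20 µM, a signal rise over negative controls twice the positive control's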
TNAP inh hi DEA: TNAP (human) inhibition, high acceptor; purified TNAP, CDP-star luminescence, 1 M DEA; inhibition, % at 20 µM; 200,000 compounds, 0.03% hits; AID 1135;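 active means over 50% inhibition of tissue-nonspecific alkaline phosphatase at 20 µM in the single-dose screen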;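 further: plate controls were DMSO wells for no effect and EDTA-quenched wells as full inhibition for full effect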
FLuc inh counter: Photinus pyralis luciferase inhibition counter-screen; 200,000 compounds, 1.5% hits; ATPLite firefly luciferase biochemical luminescence, 10 min; P08659; inhibition, % at 10 µM; AID 1006;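 active means inhibition above about 50% when tested at 10 µM, limit read from the data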
Target sequence (P08659 whole entry, looked up): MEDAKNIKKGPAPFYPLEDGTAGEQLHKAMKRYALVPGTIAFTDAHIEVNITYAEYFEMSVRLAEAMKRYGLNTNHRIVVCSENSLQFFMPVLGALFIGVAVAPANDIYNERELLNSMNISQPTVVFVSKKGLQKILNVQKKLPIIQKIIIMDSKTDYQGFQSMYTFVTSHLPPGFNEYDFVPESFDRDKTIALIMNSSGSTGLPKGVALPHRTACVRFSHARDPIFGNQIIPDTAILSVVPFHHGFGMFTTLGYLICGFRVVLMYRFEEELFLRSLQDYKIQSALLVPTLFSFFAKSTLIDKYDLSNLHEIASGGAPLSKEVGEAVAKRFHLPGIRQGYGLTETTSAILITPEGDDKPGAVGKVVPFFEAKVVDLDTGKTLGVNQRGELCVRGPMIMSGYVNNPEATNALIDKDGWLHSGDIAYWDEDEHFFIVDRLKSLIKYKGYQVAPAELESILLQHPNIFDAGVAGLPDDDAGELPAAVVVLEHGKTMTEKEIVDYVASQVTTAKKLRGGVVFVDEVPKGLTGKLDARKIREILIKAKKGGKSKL
NF-kB expr up: NF-kB expression increase, human neuronal cells. NF-kB reporter expression; active compounds read high. fold change at 12.5 µM. 190,000 compounds, 1.6% hits; in the data active means fold change above about 3.3
PMI act satM6P: PMI (human) activation, high substrate. P34949. coupled PMI enzyme assay, resazurin fluorescence, 20 min; active compounds read high; 1 = untreated enzyme, 0 = substrate-free blank. activation factor at 20 µM. 190,000 compounds, 0.34% hits;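 active means activation factor of 2 or more at 20 µM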
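Test system: Human PMI in coupled enzyme assay | Input: 15 ng/mL PMI | Medium: HEPES-buffered pH 7.4 with magnesium and detergent | Compound: One concentration, 20 µM, in 1% DMSO | Incubation: Enzyme reaction with compound 20 min at room temperature | Detection: Diaphorase-driven resazurin-to-resorufin fluorescence, excitation 544, emission 590 nm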
FLuc act counter: firefly luciferase counter-screen for stimulation assays. P08659. ATPlite luciferase biochemical, luminescence, 10 min; 0 = ATP-free wells, 1 = DMSO control. activation factor at 10 µM. 200,000 tested, under 10 active;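 active means luciferase activation factor, scaled between plate controls, of at least 2 with compound at 10 µM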
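Assay system – cell-free luciferase reagent · Medium – PBS-based ATP solution · Dosing – test compounds dosed from 2 mM stocks in 100% DMSO · Timing – 10 min, room temperature · Technique – light output (luminescence) · Measure – luminescence gain marking luciferase activators · Controls – No-ATP low control, compound-free enzyme-plus-ATP high control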
Active calls of the source: *; x = not tested or not shown.

molecule | TNAP act hi DEA | APP 5'UTR act | TNAP inh noacc | PMI activator | bIAP act | TNAP inh hi DEA | FLuc inh counter | NF-kB expr up | PMI act satM6P | FLuc act counter
Cc1nc([N+](=O)[O-])c(Sc2nc3ccccc3[nH]2)n1Cc1ccccc1 | 1 | -13.0 | -15.0 | 0.9 | 0.7 | 0.6 | -6.9 | 1.1 | 0.9 | 1.1
NNC(=O)c1sc(-c2ccccc2)cc1N | 1 | -7.7 | -17.6 | 1.1 | 1.1 | -1.4 | 4.3 | 1 | 1.1 | 1
Cc1cc(C(=O)CSc2nnc(-c3ccc(F)cc3)o2)c(C)n1CC1CCCO1 (configuration not stated) | 1 | 15.3 | 0.5 | 1 | 1.1 | -1.2 | -3.8 | 0.91 | 0.9 | 1
O=C(/C(=C\c1ccccc1)c1nc2ccccc2[nH]1)c1ccc(Cl)cc1 | 1 | 114.7 | -14.7 | 0.9 | 0.9 | -1.7 | -0.8 | 1.53 | 1 | 1
CCOC(=O)c1ccc(-n2c(O)c(/C=N/NC(=O)C3COc4ccccc4O3)c3ccccc3c2=O)cc1 (configuration not stated) | 0.9 | -10.0 | -22.0 | 1 | 1 | 9.1 | 0.1 | 0.93 | 1 | 1
CCSc1ccccc1C(=O)Nc1ccc2c(c1)OCO2 | 1.1 | 6.2 | -7.3 | 1.1 | 1 | -5.5 | 3.7 | 1.88 | 1 | 1
Cc1ccc(NC(=O)C2COc3ccccc3O2)nc1 (configuration not stated) | 1.1 | 109.4 | -18.9 | 1 | 0.8 | -8.3 | 10.7 | 1.82 | 1 | 0.9
COC(=O)c1cccc(NC(N)=S)c1 | 1.1 | 17.1 | -4.9 | 1.1 | 0.9 | -6.9 | -11.8 | 1.03 | 1.1 | 1.1
COc1cccc(-n2c(-c3ccc4[nH]c(C)c(C)c4c3)n[nH]c2=S)c1 | 1 | 2.2 | -94.4 | 1 | 1 | 0.4 | -2.0 | 1.08 | 0.8 | 1
Cc1ccc(NC(=O)Cc2n[nH]c(=S)n2C)cc1 | 1 | 10.7 | -4.6 | 1.1 | 0.8 | -3.7 | -0.1 | 1.26 | 1 | 1
CC(C)c1ccc(NC(=O)COc2ccccn2)cc1 | 1.1 | 41.5 | -14.2 | 1 | 1.1 | -7.5 | 13.6 | 1.27 | 1 | 0.9
O=C1CSC(c2ccccn2)N1c1ccc(Br)cc1 (configuration not stated) | 1 | 7.2 | -13.8 | 1 | 1 | -4.4 | -8.1 | 1.01 | 1.1 | 1.1
CCn1cnc2cc(NC(=O)c3ccco3)ccc21 | 1 | 52.7 | -2.8 | 0.9 | 1 | 0.5 | 66.3* | 2.87 | 0.8 | 0.3
CNc1nc(-c2ccc(OC)cc2)c(-c2ccc(OC)cc2)s1 | 1 | 4.9 | 1.3 | 0.9 | 1 | -0.7 | 0.7 | 1.11 | 0.9 | 1
C=CCNC(=O)c1ccc(C2SCC(=O)N2Cc2ccccc2)cc1 (configuration not stated) | 1 | -12.7 | -8.7 | 1 | 1 | -4.5 | -6.3 | 0.83 | 1.1 | 1.1
CCOC(=O)c1[nH]c2ccccc2c1NC(=O)CCN1CC(C)OC(C)C1 (configuration not stated) | 1 | -12.2 | -4.9 | 1 | 1 | -0.7 | -7.6 | 0.99 | 1 | 1.1
C=C(C)C1CC=C(C)/C(=N/NC(=O)COc2ccccc2C)C1 (configuration not stated) | 1 | 4.5 | -3.1 | 0.9 | 0.8 | -3.7 | -8.4 | 1.26 | 0.9 | 1.1
COc1coc(/C=C/C(=O)O)cc1=O | 1 | 6.5 | -7.7 | 1 | 0.8 | -2.8 | -0.9 | 1.03 | 0.8 | 1
CCC(=O)N1CCc2cc(S(=O)(=O)NCCCN(CC)Cc3ccccc3)ccc21 | 1 | -4.2 | -8.9 | 1 | 0.9 | -3.8 | 1.9 | 0.88 | 1 | 1
Cc1ccc(Cl)cc1NC(=O)COC(=O)c1ccc(N2CCCC2)c([N+](=O)[O-])c1 | 1 | 16.7 | -5.0 | 0.8 | 0.8 | 1.2 | -3.5 | 0.95 | 1 | 1
Cc1ccc(C)c(OCC(=O)Nc2nc3ccc([N+](=O)[O-])cc3s2)c1 | 1 | x | -3.8 | 1 | 1 | 2.8 | -4.3 | 1 | 1 | 1
CCC1CCCCN1CCNS(=O)(=O)c1ccc2c(c1)CCN2C(C)=O (configuration not stated) | 1 | 0.3 | -4.0 | 1 | 1 | 2.0 | -0.5 | 0.99 | 1.1 | 1
Cc1ccc(-n2c(C)cc(/C=C3/C(=N)N4C(c5ccccc5)=CSC4=NC3=O)c2C)cc1 | 1 | -4.7 | 4.0 | 1 | 0.9 | 1.8 | -4.9 | 0.96 | 1 | 1
CC1Cc2ccccc2N1CC(=O)c1c(N)n(Cc2ccccc2)c(=O)n(C)c1=O (configuration not stated) | 1 | 5.9 | -12.3 | 0.8 | 1 | -2.6 | -5.5 | 0.57 | 0.8 | 1.1
O=C1CSC(c2ccc(F)cc2)N1c1nnc(C23CC4CC(CC(C4)C2)C3)s1 (configuration not stated) | 1 | -5.9 | -5.6 | 0.8 | 0.8 | 1.9 | -2.3 | 1 | 0.8 | 1
CCN1CCN(C(=O)c2cc(-c3cccnc3)nc3ccc(Br)cc23)CC1 | 1.1 | 18.7 | -6.9 | 1 | 1 | -7.1 | -2.7 | 0.64 | 1 | 1
O=c1c2ccccc2nc(-c2ccccc2)n1CCCn1ccnc1 | 1 | 13.8 | 12.4 | 0.9 | 0.9 | 1.8 | -2.1 | 1.4 | 1 | 1
O=C(NCC1CCCO1)c1cccc(N2C(=O)C3C4C=CC(C4)C3C2=O)c1 (configuration not stated) | 1 | 4.5 | -13.6 | 0.9 | 1 | -4.3 | -6.6 | 1.18 | 0.9 | 1.1
CCN1CC2=C(OC(N)=C(C#N)C2c2cccs2)/C(=C\c2cccs2)C1 (configuration not stated) | 1 | 1.5 | -9.4 | 1 | 0.9 | -0.8 | -6.0 | 0.56 | 0.9 | 1.1
COc1ccc(-c2[nH]ncc2C=O)cc1OC | 1 | 8.7 | 4.2 | 0.9 | 1.1 | -3.9 | -1.4 | 1.04 | 0.9 | 1
COC(=O)C(NC(=O)c1ccc(F)cc1)(Nc1nc(C)cs1)C(F)(F)F (configuration not stated) | 1 | 0.6 | -13.2 | 1.1 | 0.9 | -4.9 | -7.3 | 0.93 | 1.3 | 1.1
Cc1ccccc1NC(=S)NCc1cccn1C | 1 | -1.6 | -9.4 | 1.1 | 1 | -1.9 | -8.7 | 1.01 | 1.2 | 1.1
Cc1ccc(NC(=O)Nc2ccc(F)cc2)cc1Cl | 1 | 69.3 | -8.8 | 1 | 0.9 | -2.9 | 10.3 | 1.81 | 1 | 0.9
Cc1ccc(-c2nn(-c3ccccc3)cc2C(=O)N2CCN(c3ccccn3)CC2)cc1 | 1 | -2.9 | -10.8 | 0.8 | 0.9 | -1.4 | 0.3 | 1.03 | 0.9 | 1
Cc1ccc(CNC(=O)/C=C/c2ccc(S(=O)(=O)NCc3ccco3)cc2)cc1 | 1 | 1.4 | -11.0 | 1 | 0.9 | -0.3 | -3.5 | 0.75 | 1 | 1
Cc1cc(C2C(C#N)=C(N)OC3=C2C(=O)CCC3)c(C)s1 (configuration not stated) | 1 | -0.6 | -23.2 | 1 | 0.9 | -1.8 | -7.5 | 1.28 | 1 | 1.1
Cc1cc(C(=O)O)cc(Br)c1N | 1 | -5.4 | -7.4 | 1 | 1.2 | -3.1 | 1.6 | 0.96 | 1 | 1
Cc1cc(-c2csc(NC(=O)c3ccc(C#N)cc3)n2)c(C)n1Cc1ccccc1 | 1 | 6.3 | -11.6 | 0.8 | 1.1 | -2.0 | -2.5 | 1.03 | 0.8 | 1
CCOCCn1c(SC)nc2c1c(=O)[nH]c(=O)n2C | 1 | 5.5 | -3.7 | 0.8 | 0.9 | -2.0 | -8.5 | 0.97 | 1 | 1.1
CC1CC1C(=O)NCCc1ccc(Cl)cc1 (configuration not stated) | 1 | 5.1 | -0.6 | 1.2 | 0.9 | -1.1 | -6.5 | 1.45 | 0.9 | 1.1
CC(=O)NS(=O)(=O)c1ccc(NC(=O)c2ccc3c(c2)C(=O)N(CCC(C)C)C3=O)cc1 | 1.1 | -0.5 | -5.7 | 1 | 0.8 | -5.5 | -5.0 | 1.08 | 0.9 | 1.1
CCCOC(=O)c1cc(NC(=O)/C=C/c2ccccc2)ccc1O | 1 | 2.0 | -2.4 | 0.8 | 1 | -3.0 | 1.9 | 1.17 | 0.9 | 1
COC(=O)c1ccccc1NC(=O)Nc1ccc(Cl)cn1 | 1 | 14.2 | -4.8 | 1 | 1.1 | -1.9 | 2.9 | 1.37 | 1 | 1
COc1ccc(C(=O)Oc2ccc(/C=N/O)cc2)cc1 | 1 | 24.6 | -10.3 | 1 | 0.8 | -4.9 | 28.6 | 1.36 | 1 | 0.7
CC(=O)NC(CCS(C)(=O)=O)C(=O)Nc1cccc2ccccc12 (configuration not stated) | 1 | 5.3 | -2.3 | 0.8 | 1 | 1.5 | -3.0 | 1.27 | 0.8 | 1
Cc1nc(NC(=O)/C=C/c2ccco2)sc1C | 1 | 96.3 | -4.7 | 1.2 | 1 | 1.1 | 34.5 | 2.3 | 0.9 | 0.7
Cn1c(SCC(=O)OC2CCCCC2)nnc1-c1ccc(S(=O)(=O)N2CCCC2)cc1 | 1 | 6.1 | -11.1 | 0.9 | 1 | -4.4 | 0.2 | 0.96 | 1 | 1
COc1cc(OC)cc(C(=O)Nc2ccc(S(=O)(=O)Nc3cc(C)nc(C)n3)cc2)c1 | 1 | x | -2.7 | 1 | 0.9 | 0.5 | 0.4 | 0.92 | 1 | 1
CCOC(=O)c1c(C)n(-c2ccc(C)cc2)c2c(C(C(C)=O)C(=O)O)c(Br)c(O)c(O)c12 (configuration not stated) | 1 | -5.5 | 6.8 | 0.6 | 0.9 | 3.9 | -0.3 | 0.71 | 0.7 | 1

Arranged by molecular weight (lowest first): part of the list above
molecule | TNAP act hi DEA | APP 5'UTR act | TNAP inh noacc | PMI activator | bIAP act | TNAP inh hi DEA | FLuc inh counter | NF-kB expr up | PMI act satM6P | FLuc act counter
COc1ccc(C(=O)Oc2ccc(/C=N/O)cc2)cc1 | 1 | 24.6 | -10.3 | 1 | 0.8 | -4.9 | 28.6 | 1.36 | 1 | 0.7
COC(=O)c1ccccc1NC(=O)Nc1ccc(Cl)cn1 | 1 | 14.2 | -4.8 | 1 | 1.1 | -1.9 | 2.9 | 1.37 | 1 | 1
O=c1c2ccccc2nc(-c2ccccc2)n1CCCn1ccnc1 | 1 | 13.8 | 12.4 | 0.9 | 0.9 | 1.8 | -2.1 | 1.4 | 1 | 1
CCN1CC2=C(OC(N)=C(C#N)C2c2cccs2)/C(=C\c2cccs2)C1 (configuration not stated) | 1 | 1.5 | -9.4 | 1 | 0.9 | -0.8 | -6.0 | 0.56 | 0.9 | 1.1
